Pol iota inh – qHTS for Inhibitors of Polymerase Iota. DNA polymerase iota (Homo sapiens), Q9UNA4. Pol iota fluorescent replication assay, 10 min. Potency, µM (series often up to 115 µM), without a hit: top-dose activity, negative = inhibition, usual class: inhibitors. 390,000 compounds, 1% hits. AID 588590, 2011
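Fluorescent replication assay read twice, at 0 min and 10 min after adding 50 nM (final) substrate. Enzyme (10 nM) and compounds were first incubated 15 min at room temperature; enzyme-free buffer wells were negative controls.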
POLB inh – qHTS Assay for Inhibitors of DNA Polymerase Beta; P06746; Pol beta primer extension/strand displacement, fluorescence kinetic; Potency, µM (titrated, usually from 114 µM), inactives show at the highest dose activity change, negative = inhibition, usual class: inhibitors; 340,000 compounds, 1.3% hits; further: on the % scale 0 is the no-effect control and ±100 the full control effect
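Kinetic readout of DNA synthesis with strand displacement by Pol beta. Compound and 10 nM enzyme sit 15 min at room temperature; 50 nM substrate starts the reaction, read immediately and at 10 min.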
BLM inh – qHTS Assay for Inhibitors of Bloom's syndrome helicase (BLM) | Potency, µM (doses to about 56.1 µM), without a hit: at the highest dose activity change, negative = inhibition, hits mostly inhibitors | 350,000 compounds, 0.2% hits | AID 2528, 2010 | recombinant BLM DNA unwinding, fluorescence dequenching | RecQ-like DNA helicase BLM (Homo sapiens), P54132;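 further: plate controls were vehicle for no effect and no enzyme for full effect; nearly all actives have a fitted effect of over 35% in size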
POLK inh – qHTS for Inhibitors of Polymerase Kappa; Potency, µM (highest dose often 107 µM), inactives show top-dose activity, negative = inhibition, actives largely listed as inhibitors; 400,000 compounds, 0.53% hits; AID 588579, 2011; DNA polymerase kappa (Homo sapiens), Q9UBT6; purified Pol kappa, fluorescent DNA synthesis assay, 10 min; further: on the % scale 0 is the no-effect control and ±100 the full control effect
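50 nM final substrate added after 15 min RT preincubation of 10 nM Pol kappa with compound; fluorescence read at 0 and 10 min.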
BAZ2B block – qHTS Assay for Inhibitors of BAZ2B; Bromodomain adjacent to zinc finger domain protein 2B (Homo sapiens), Q9UIF8; AlphaScreen BAZ2B-H3K14Ac peptide displacement; Potency, µM (top dose mostly 114 µM), for inactives: at the highest dose activity change, negative = inhibition, hits mostly inhibitors; 360,000 compounds, 4.4% hits; AID 504333, 2011; further: on the % scale 0 is the no-effect control and ±100 the full control effect; nearly all actives have a fitted effect of over 60% in size
Target sequence (Q9UIF8 whole entry, looked up, the tested form may be a part): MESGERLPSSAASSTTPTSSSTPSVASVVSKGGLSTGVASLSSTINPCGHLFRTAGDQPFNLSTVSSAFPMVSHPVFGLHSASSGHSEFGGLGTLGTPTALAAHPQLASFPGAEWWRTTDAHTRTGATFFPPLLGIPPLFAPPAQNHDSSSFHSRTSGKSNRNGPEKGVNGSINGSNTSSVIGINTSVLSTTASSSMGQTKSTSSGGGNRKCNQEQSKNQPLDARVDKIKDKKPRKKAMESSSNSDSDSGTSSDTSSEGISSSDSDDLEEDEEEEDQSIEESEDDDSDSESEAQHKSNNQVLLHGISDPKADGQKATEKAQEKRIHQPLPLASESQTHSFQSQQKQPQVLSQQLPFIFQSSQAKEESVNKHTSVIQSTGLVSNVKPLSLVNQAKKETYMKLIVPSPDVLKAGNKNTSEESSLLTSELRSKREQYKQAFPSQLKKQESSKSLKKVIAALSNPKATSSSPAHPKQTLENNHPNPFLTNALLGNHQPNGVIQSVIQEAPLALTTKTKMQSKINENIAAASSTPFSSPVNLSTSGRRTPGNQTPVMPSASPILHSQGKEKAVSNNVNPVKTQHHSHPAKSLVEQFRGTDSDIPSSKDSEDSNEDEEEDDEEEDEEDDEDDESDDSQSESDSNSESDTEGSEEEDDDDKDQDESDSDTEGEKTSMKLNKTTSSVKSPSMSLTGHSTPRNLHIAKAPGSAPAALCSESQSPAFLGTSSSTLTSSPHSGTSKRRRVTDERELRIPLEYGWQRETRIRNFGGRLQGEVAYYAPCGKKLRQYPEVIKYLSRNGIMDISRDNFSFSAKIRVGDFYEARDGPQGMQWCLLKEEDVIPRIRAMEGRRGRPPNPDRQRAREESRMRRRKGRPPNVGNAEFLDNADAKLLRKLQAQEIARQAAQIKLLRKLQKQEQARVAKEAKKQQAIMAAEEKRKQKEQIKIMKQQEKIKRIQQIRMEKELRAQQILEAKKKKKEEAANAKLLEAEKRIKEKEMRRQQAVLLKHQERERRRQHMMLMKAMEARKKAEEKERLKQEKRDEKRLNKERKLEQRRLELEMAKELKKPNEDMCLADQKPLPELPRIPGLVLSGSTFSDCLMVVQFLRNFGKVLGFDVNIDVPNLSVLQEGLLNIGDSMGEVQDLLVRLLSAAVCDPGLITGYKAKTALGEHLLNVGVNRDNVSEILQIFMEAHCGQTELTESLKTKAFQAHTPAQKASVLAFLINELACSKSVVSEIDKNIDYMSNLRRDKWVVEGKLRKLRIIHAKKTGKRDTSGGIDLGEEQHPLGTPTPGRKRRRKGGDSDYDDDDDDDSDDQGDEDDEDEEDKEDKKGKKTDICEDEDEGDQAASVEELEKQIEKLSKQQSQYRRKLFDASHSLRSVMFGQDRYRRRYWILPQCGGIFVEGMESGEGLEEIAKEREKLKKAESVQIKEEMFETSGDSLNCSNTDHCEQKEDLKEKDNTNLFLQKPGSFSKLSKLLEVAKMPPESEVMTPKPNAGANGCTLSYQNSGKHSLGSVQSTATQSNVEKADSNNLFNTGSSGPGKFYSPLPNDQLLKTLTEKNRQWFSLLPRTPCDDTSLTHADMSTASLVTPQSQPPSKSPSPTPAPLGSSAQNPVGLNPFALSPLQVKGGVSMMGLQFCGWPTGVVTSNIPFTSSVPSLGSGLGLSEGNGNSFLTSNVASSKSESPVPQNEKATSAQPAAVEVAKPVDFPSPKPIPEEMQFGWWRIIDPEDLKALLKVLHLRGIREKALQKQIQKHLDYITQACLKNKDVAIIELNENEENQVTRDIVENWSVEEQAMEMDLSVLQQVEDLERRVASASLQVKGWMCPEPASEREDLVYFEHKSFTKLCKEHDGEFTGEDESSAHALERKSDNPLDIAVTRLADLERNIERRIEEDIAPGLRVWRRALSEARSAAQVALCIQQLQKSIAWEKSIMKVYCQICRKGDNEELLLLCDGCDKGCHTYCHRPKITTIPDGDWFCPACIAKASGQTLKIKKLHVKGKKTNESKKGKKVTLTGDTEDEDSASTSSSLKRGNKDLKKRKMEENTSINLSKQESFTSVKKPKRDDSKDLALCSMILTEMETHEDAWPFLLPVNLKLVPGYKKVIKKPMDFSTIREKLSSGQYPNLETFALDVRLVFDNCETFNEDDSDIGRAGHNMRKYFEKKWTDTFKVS
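Protein-peptide AlphaScreen: BAZ2B 50 nM, b-H3K14Ac 50 nM, 1x PBS pH 7.4 + 0.01% Tween-20. Preincubation 30 min RT; cpd 30 min RT (top 110 uM); beads 20 min RT, light-protected.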
G9a block – qHTS Assay for Inhibitors of Histone Lysine Methyltransferase G9a | Histone-lysine N-methyltransferase EHMT2 (Homo sapiens), Q96KQ7 | G9a H3K9 monomethylation, AlphaScreen, 2 h | Potency, µM (top dose mostly 102 µM), for inactives: top-dose activity, negative = inhibition, hits mostly inhibitors | 350,000 compounds, 8.8% hits | AID 504332, 2011; further: on the % scale 0 is the no-effect control and ±100 the full control effect; nearly all actives have a fitted effect of over 75% in size
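Compounds were preincubated with 20 nM G9a for 15 min, after which biotinylated H3K9 peptide (500 nM) and SAM (20 uM) started a 2 h room-temperature reaction. Monomethylated product was quantified by antibody-based AlphaScreen chemiluminescence.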
Pol eta inh – qHTS for Inhibitors of Polymerase Eta; recombinant Pol eta, fluorescent DNA replication assay; Potency, µM (highest dose often 114 µM), inactives show at the highest dose activity change, negative = inhibition, most hits filed as inhibitors; 390,000 compounds, 1.2% hits; DNA polymerase eta (Homo sapiens), Q9Y253; AID 588591, 2011; further: on the % scale 0 is the no-effect control and ±100 the full control effect
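Pol eta at 10 nM preincubated with compounds 15 min at room temperature; reaction started with fluorescent substrate (50 nM final) and read kinetically at 0 and 10 min.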
APEX1 inh – qHTS Assay for Inhibitors of the Human Apurinic/apyrimidinic Endonuclease 1 (APE1) | recombinant APE1, TAMRA/BHQ-2 abasic DNA cleavage fluorescence | Potency, µM (series often up to 65.8 µM), for inactives: at the highest dose activity change, negative = inhibition, usual class: inhibitors | 350,000 compounds, 0.35% hits;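 further: plate controls were vehicle for no effect and reference inhibitor for full effect; nearly all actives have a fitted effect of over 55% in size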
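Compound pre-exposure to 0.75 nM APE1, 15 min at ambient temperature. Reaction initiated with 50 nM TAMRA/BHQ-2 THF substrate, read immediately in kinetic mode, 525 nm excitation, 598 nm emission.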
JMJD2A Tudor – qHTS Assay for Inhibitors of JMJD2A-Tudor Domain. Potency, µM (top dose mostly 114 µM), for inactives: at the highest dose activity change, negative = inhibition, most hits filed as inhibitors. AID 504339, 2011. 390,000 compounds, 4.4% hits. Lysine-specific demethylase 4A (Homo sapiens), O75164. AlphaScreen JMJD2A-Tudor / H3K4me3 peptide binding; further: on the % scale 0 is the no-effect control and ±100 the full control effect; nearly all actives have a fitted effect of over 50% in size
An asterisk follows results filed as active; ? = inconclusive; / = no result given; & = joins results of further samples; [ ] = another dose, or the depositor's remark. The call rests on the fitted dose curve; in most records, active means well fitted curve in the direction sought with a large enough effect; inconclusive means small, poorly fitted or top-dose-only effect, or another doubt; inactive means no such curve, though single readings can be large; an effect the other way counts as inactive or inconclusive. Potency means the concentration at half of the fitted maximal effect. This is a subset. The share of hits here may be higher or lower than overall.

SMILES	Pol iota inh	POLB inh	BLM inh	POLK inh	BAZ2B block	G9a block	Pol eta inh	APEX1 inh	JMJD2A Tudor
COc1cc(-c2nc3ccccc3s2)ccc1O	2%	13%	-22%	-10%	8%	-6%[59 µM]	-8%	9%	-12%
Cc1cc2nn(-c3ccc(F)cc3)nc2cc1NC(=O)c1cccc2c(Cl)cccc12	7%	26%	-1%	-8%	-7%	-5%[59 µM]	-7%	/	1%
O=c1c2ccccc2nnn1CSc1ccc2ccccc2n1	17%	-3%	-2%	-11%	36%[activator]	21%[59 µM]	-4%	2%	-1%
CC(=O)c1ccc(N2CCN(C(=O)c3cc4c(s3)-c3ccccc3OC4)CC2)cc1	13%	4%	-7%	0%	10%	2%[59 µM]	-12%	/	-3%
C=CCC(COCc1ccccc1)NS(=O)(=O)c1ccccc1Br (configuration not stated)	-8%&14%	-9%	-5%&0%	-10%&-18%	43%[activator]	?	-28%	?	79%&50%[activator]
Cc1cc(NC(=O)C(C)SCC(=O)N(C)CC(=O)Nc2ccccc2Br)no1 (configuration not stated)	16%	/	/	4%	3%	-8%	-15%	61%	-6%
CC(=O)Nc1cc(F)c2c(c1F)Cc1cc(F)ccc1-2	43%[activator]	/	/	2%	/	/	-17%	/	-11%
O=C(CC1NC(=S)NC1=O)c1ccc(Cl)cc1 (configuration not stated)	7%	-1%	3%	3%	2%	18%	-21%	-7%	7%
Cc1ccc(NC(=O)c2ccc3snnc3c2)cc1Cl	17%	-2%	-2%	-7%	-16%	10%[59 µM]	-16%	/	-2%
Cc1ccc2oc3c(c(=O)c2c1)C1(C(=O)N(C)c2ccccc21)N(CCCO)C3=O (configuration not stated)	16%	-1%	5%	-22%	-6%	-9%[59 µM]	-11%	/	-18%
O=C(NCCc1nc(-c2ccccc2Cl)no1)C1CCCCC1	22%	/	/	11%	/	/	-7%	/	-8%
O=C(NCC(F)(F)F)Nc1cccnc1	5%	8%	2%	-12%	-2%	24%[59 µM]	-5%	-10%	1%
COc1ccc(N(CC(=O)NCc2ccco2)S(C)(=O)=O)cc1OC	-8%	9%	-4%	3%	3%	-5%[59 µM]	-6%	-1%	-7%
CCOc1ccc(N(CC(=O)N2CCc3ccccc32)S(=O)(=O)c2c(C)noc2C)cc1	9%	1%	-5%	-3%	8%	0%	-13%	3%	-21%
O=C(C[C@H]1C/C=C\CC[C@@H](Cc2ccc(F)cc2)C(=O)OC[C@H]2CCCN2C1=O)NCCO	5%	/	/	-6%	/	/	-6%	19%	-6%
CN(c1ccccc1)S(=O)(=O)c1ccc(NC(=O)c2ccccc2C(=O)O)cc1	7%	/	/	5%	/	/	7%	/	-11%
Clc1ccc(-n2ncc3c(NC4CCCC4)ncnc32)cc1	-12%	13%	-8%	-3%[60.1 µM]	12%	-6%[59 µM]	2%	/	-14%
CCOc1ccc(NC(=O)CN(C)C(=O)c2ccccc2-n2cnnn2)cc1OCC	44%[activator]	/	/	1%	9%	-8%	5%	1%	-16%
CCOc1ccc(NC(=O)c2ccc(NC(=O)CCS(=O)(=O)c3cccs3)cc2)cc1	12%	28%	-5%	-13%	-4%	-3%[59 µM]	-8%	/	-8%
c1ccc(C(c2nnnn2Cc2ccco2)N2CCN(C3CCCC3)CC2)cc1 (configuration not stated)	17%	0%	2%	-7%	?	?	-5%	10%	-18%
Cc1ccc2c(c1)C(=O)OC(C(=O)Nc1ncc(Cc3ccccc3Cl)s1)C2 (configuration not stated)	13%	22%	-3%	-6%	-5%	0%[59 µM]	-2%	/	-4%
CCCCn1c(SCC(=O)NC2CC(C)(C)NC(C)(C)C2)nc2cc(S(N)(=O)=O)ccc21	24%	1%	-5%	10%	-16%	3%	-5%	2%	-5%
Cn1nccc1C(=O)Nc1ccn(C23CC4CC(CC(C4)C2)C3)n1	-11%	-3%	-1%	-9%	0%	17%[59 µM]	-8%	0%	9%[57.1 µM]
O=C1c2ccccc2C(=O)N1CCc1csc(-c2ccc(F)cc2)n1	4%	-23%	-4%	-5%	54%[activator]	-6%[59 µM]	-12%	-2%	37%[activator]
O=C(NCc1ccc2c(c1)CCO2)Nc1cccc(C(F)(F)F)c1	5%	-9%	-3%	-6%	0%	0%	-6%	-3%	0%
CN1c2ccccc2C(=O)/C(=C\Nc2ccc(F)cc2)S1(=O)=O	6%	17%	-3%	3%	-3%	?	-7%	-1%	0%
O=C(O)CSc1c2c(nc3cc(C(=O)Nc4ccc(F)c(Cl)c4)ccc13)CCCC2	?	20%	-23%	-10%	50µM*	/	50µM*	-45%	-32%
Cc1nn(Cc2ccc(Cl)c(Cl)c2)c(C)c1NC(=O)c1noc2c1CCc1ccccc1-2	-3%	-1%	-9%	2%	-7%	-46%[59 µM]	-10%	/	-19%
Cc1ccc(NC2=C(Cl)C(=O)OC2OC(=O)c2ccco2)cc1C (configuration not stated)	49%	-20%	0%	-6%	-4%	0%[59 µM]	-1%	2%	-9%
COc1ccccc1NS(=O)(=O)c1cccc(NC(=O)c2nn(C)c(=O)c3ccccc23)c1	34%[activator]	/	/	-15%	-5%	5%[12.7 µM]	-28%	-12%	-21%

Some entries already given, showing only POLB inh:
smiles	POLB inh
O=C(O)CSc1c2c(nc3cc(C(=O)Nc4ccc(F)c(Cl)c4)ccc13)CCCC2	20%
Cc1nn(Cc2ccc(Cl)c(Cl)c2)c(C)c1NC(=O)c1noc2c1CCc1ccccc1-2	-1%

Next results follow:
SMILES	Pol iota inh	POLB inh	BLM inh	POLK inh	BAZ2B block	G9a block	Pol eta inh	APEX1 inh	JMJD2A Tudor
C=CC[n+]1c(-c2ccc(Cl)cc2Cl)csc1Nc1c(C)n(C)n(-c2ccccc2)c1=O	-7%	19%	-15%	-18%	40µM*	?	-5%	?	?
Nc1nonc1C(=O)N/N=C/c1ccncc1	64%[activator]	-11%	-6%	1%	1%	-33%	-3%	0%	1%
CCSc1ccccc1C(=O)Nc1cccnc1	10%	3%	3%	-8%	-3%	?	8%	13%	-10%
CCCCn1c(=O)n(C)c(=O)c2c3c(sc21)COC(C)(C)C3	-19%	-1%	0%	-5%	3%	11%[59 µM]	-13%	0%	-5%
CSCCC(NC(N)=O)C(=O)Nc1ccc2ccccc2c1 (configuration not stated)	2%	3%	-6%	-12%	-19%	-28%	-3%	-8%	-23%
Cc1ccccc1NC(=O)CSc1nc2ccc(NC(=O)c3ccco3)cc2s1	-14%	-14%	-3%	-7%	-23%	-32%[59 µM]	-10%	/	-13%
CCCc1cc(=O)oc2cc(C)c3c(-c4cccc(OC)c4)coc3c12	15%	1%	-1%	-19%	-23%	-1%[59 µM]	-10%	/	-6%
Nc1cc(=O)[nH]c(SCC(=O)Nc2cc(S(=O)(=O)N3CCCCCC3)ccc2Cl)n1	45%[activator]	/	/	-13%	/	/	14%	9%	-8%
CCOC(=O)c1cn2nc(Oc3ccccc3)ccc2n1	4%	-1%	2%	5%	-1%	13%	-8%	-5%	-8%
COc1ccc(/C=C/C(=O)NC(=S)N2CCN(C)CC2)cc1	33%[activator]	1%	-3%	-5%	-18%	?	14%	0%	-8%
CCN1CCN(c2c(S(=O)(=O)c3ccccc3)cnc3ccc(Cl)cc23)CC1	7%	11%	4%	-3%	-30%	-32%[59 µM]	-16%	/	-22%
O=C1/C(=C/c2ccc(F)cc2)SC(=S)N1Nc1ncc(C(F)(F)F)cc1Cl	0%	-1%	-9%	-31%	-4%	45µM*	-3%	1%	63µM*
COC(=O)C(Cc1c[nH]c2ccccc12)NC(=O)COc1cccc(C)c1 (configuration not stated)	-24%	-12%	-3%	6%	-26%	0%[59 µM]	-12%	/	-25%
Cc1ccc(CSCC2Nc3ccc(C(=O)N4CCN(c5cccc(C)c5)C(C)C4)cc3NC2=O)cc1 (configuration not stated)	/	-19%	-14%	/	-30%[57.1 µM]	7.1µM*	/	24%	/
CCn1c(COc2ccccc2)nnc1SCC(=O)c1cccc([N+](=O)[O-])c1	-9%	1%	-7%	-4%	-34%	40µM*	10%	0%	?
CCOC(=O)c1csc(NC(=O)c2ccccc2)n1	1%	1%	2%	-9%	9%	10%	-5%	-1%	-19%
O=C(O)/C=C/C(=O)N(Cc1ccc2c(c1)OCO2)C1CC(=O)N(CCc2ccccc2)C1=O (configuration not stated)	-13%	1%	-4%	-23%	-19%	?	-7%	1%	-18%
CCN(C[C@H]1N[C@@](C)(C(=O)OC)[C@H]2C(=O)N(C)C(=O)[C@@H]12)C(=O)Nc1ccc(C)cc1	15%	/	/	-4%	/	/	-13%	36%	-23%
CC(C)CNS(=O)(=O)c1ccc(S(=O)(=O)N2CCC(N3CCCCC3)CC2)cc1	56%[activator]	45%	3%	13%	2%	1%	0%	-1%	-7%
Cc1nc2nc[nH]n2c(=O)c1CC(=O)O	-2%	-1%	1%	1%	-25%	-38%[59 µM]	-2%	-6%	-20%
Cc1noc(NS(=O)(=O)c2ccc(NC(=O)COc3ccc(Cl)cc3Cl)cc2)c1C	12%	0%	0%	1%	?	-34%[2.33 µM]	-16%	-4%	-36%
O=C(N=Nc1c(O)[nH]c2ccccc12)Nc1ccccc1	-19%	/	/	-4%	/	/	?	/	?
CC(=O)c1c(C)[nH]c(C(=O)Nc2cccc(S(=O)(=O)N3CCOCC3)c2)c1C	4%	12%	-9%	-10%	?	1%[59 µM]	?	5%	-22%
CC(C)(C)c1cc(C(=O)NN)n(Cc2ccc(F)cc2)n1	-2%	8%	-1%	6%	20%	53%[activator]	-13%	3%	6%

Record cards, from the list above. Screens in order: Pol iota inh	POLB inh	BLM inh	POLK inh	BAZ2B block	G9a block	Pol eta inh	APEX1 inh	JMJD2A Tudor
CC(C)(C)c1cc(C(=O)NN)n(Cc2ccc(F)cc2)n1 across the screens: -2%	8%	-1%	6%	20%	53%[activator]	-13%	3%	6%
Cc1noc(NS(=O)(=O)c2ccc(NC(=O)COc3ccc(Cl)cc3Cl)cc2)c1C across the screens: 12%	0%	0%	1%	?	-34%[2.33 µM]	-16%	-4%	-36%

Compound activity from PubChem.
